TEAD-YAP block = TEAD-YAP interaction inhibition. HEK-TIYL cells, TEAD-Gal4/YAP UAS-luciferase luminescence. inhibition, % at 9.12 µM. 640,000 compounds, 1.4% hits; in the data active = inhibition above about 32%;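 also: 0% = median of test compound wells and 100% = reference inhibitor wells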
FBW7 act = activators of human E3 ligase FBW7; Q969H0; AlphaScreen FBW7–phospho-cyclin E peptide binding, activator screen; normalized activity (activation), % at 26.1 µM; 650,000 compounds, 0.13% hits; AID 1259310; in the data active = normalized activity above about 1.9%;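 also: purified mutant Fbw7 with reduced substrate affinity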
GPR151 ag = human GPR151 activation; PathHunter beta-arrestin GPR151 cells, luminescence; activation, % at 11.2 µM; 650,000 compounds, 1% hits; in the data active = activation above about 4.9%;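 also: 0% = median of compound wells and 100% = cells with positive control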
Target sequence (Q8TDV0 whole entry, looked up): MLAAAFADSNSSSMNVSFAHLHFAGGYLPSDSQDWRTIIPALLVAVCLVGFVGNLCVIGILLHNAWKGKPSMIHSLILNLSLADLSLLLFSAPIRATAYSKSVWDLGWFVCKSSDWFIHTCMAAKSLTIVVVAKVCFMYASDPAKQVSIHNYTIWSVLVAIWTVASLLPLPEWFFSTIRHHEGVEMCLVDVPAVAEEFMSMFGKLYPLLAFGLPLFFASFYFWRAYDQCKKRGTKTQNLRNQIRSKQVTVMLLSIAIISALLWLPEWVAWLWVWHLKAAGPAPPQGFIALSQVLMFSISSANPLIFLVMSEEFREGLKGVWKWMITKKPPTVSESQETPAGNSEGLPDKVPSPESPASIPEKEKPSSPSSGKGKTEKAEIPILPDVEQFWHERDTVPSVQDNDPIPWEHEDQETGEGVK
MITF inh = blocks human microphthalmia-associated transcription factor; AID 1259374; inhibition, % at 2.6 µM; AlphaScreen MITF homodimerization, bead proximity signal; O75030; 650,000 compounds, 0.91% hits; in the data active = inhibition above about 50%;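 also: 0% = vehicle wells with protein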
Target sequence (O75030 whole entry, looked up): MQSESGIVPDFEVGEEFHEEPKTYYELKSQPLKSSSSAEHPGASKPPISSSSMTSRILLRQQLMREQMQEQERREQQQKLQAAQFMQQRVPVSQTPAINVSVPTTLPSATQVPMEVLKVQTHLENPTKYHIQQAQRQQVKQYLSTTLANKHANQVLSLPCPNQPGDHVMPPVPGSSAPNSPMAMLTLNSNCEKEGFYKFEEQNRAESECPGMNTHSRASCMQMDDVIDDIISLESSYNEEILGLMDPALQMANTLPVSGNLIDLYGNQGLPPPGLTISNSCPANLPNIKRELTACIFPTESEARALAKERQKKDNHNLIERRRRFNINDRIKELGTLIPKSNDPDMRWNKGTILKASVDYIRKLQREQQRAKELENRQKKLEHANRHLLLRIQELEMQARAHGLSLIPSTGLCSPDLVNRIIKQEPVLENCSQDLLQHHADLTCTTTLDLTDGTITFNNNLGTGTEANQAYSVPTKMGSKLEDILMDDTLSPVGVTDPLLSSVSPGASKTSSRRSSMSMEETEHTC
Numbers without * were called inactive.

A first look, 16 compounds:
Every second line gives: TEAD-YAP block | FBW7 act | GPR151 ag | MITF inh
> CCN(CC)C(=O)c1ccc(CS(=O)(=O)c2ccccc2OC)o1
→ 3 | 0.0 | 2.0 | 0
> COc1cccc(CN2CCN(Cc3cc4ccccc4[nH]3)CC2CCO)c1 (stereo unspecified)
→ 7 | -0.1 | 0.0 | -2
> COc1ccc(-c2csc(NC(=O)c3ccc(S(=O)(=O)N4CCCCCC4)cc3)n2)c(OC)c1
→ 8 | 0.0 | -0.9 | -5
> CCC(Sc1nc2cc3c(cc2c(=O)n1Cc1ccc2c(c1)OCO2)OCO3)C(=O)NCc1ccc(C)cc1 (stereo unspecified)
→ 5 | 0.0 | 1.0 | -2
> CCOC(=O)C1=C(C)NC(C)=C(C(=O)OCC)C1c1ccc(-c2cccc(Cl)c2)o1
→ -10 | 0.3 | 0.1 | -1
> COC1CCN(Cc2c(C(=O)N3CCN(C4CCCCC4)CC3)nc3ccccn23)CC1
→ -3 | -0.1 | -1.1 | -5
> COc1ccc2c(c1)C(CC(=O)N1CCC3(CC1)CC3C(=O)Nc1ccccc1)C(=O)N2 (stereo unspecified)
→ 6 | -0.1 | 1.6 | -7
> CC12C=CC(O1)C1C(=O)N(c3cccc(I)c3)C(=O)C12 (stereo unspecified)
→ 1 | -0.1 | 1.6 | -7
> CCc1ccc(NC(=S)N(CCCN2CCCC(C)C2)Cc2cccs2)cc1 (stereo unspecified)
→ -1 | 0.0 | 3.8 | 10
> COc1ccc2[nH]c(=O)c(CN(Cc3ccco3)C(=O)Nc3ccccc3)cc2c1
→ 15 | 0.0 | 1.1 | -7
> O=C(Nc1ccc(OCc2ccccc2)cc1)c1cc(-c2ccccc2)nc2ccccc12
→ 3 | 0.2 | 0.5 | -4
> O=C(c1cnc2ccccn12)N1CCCCC1
→ 13 | -0.1 | 3.9 | 6
> COc1ccc(-c2cc(C(F)(F)F)n3nc(C(=O)Nc4cc(C)ccc4O)cc3n2)cc1
→ 0 | 0.1 | 0.7 | 5
> O=C(O)CCNS(=O)(=O)c1ccc(Br)s1
→ -1 | 0.1 | -2.6 | 0
> CC(NC(=O)c1cc(-c2ccncc2)nc2ccc(Br)cc12)C1CCCO1 (stereo unspecified)
→ 6 | -0.1 | -2.0 | -4
> CC1N=C2c3ccccc3N=C(SCC(=O)c3ccccc3)N2C1=O (stereo unspecified)
→ 10 | -0.1 | 0.2 | 0

Main list, repeating the preview:
Every second line gives: TEAD-YAP block | FBW7 act | GPR151 ag | MITF inh
> CCN(CC)C(=O)c1ccc(CS(=O)(=O)c2ccccc2OC)o1
→ 3 | 0.0 | 2.0 | 0
> COc1cccc(CN2CCN(Cc3cc4ccccc4[nH]3)CC2CCO)c1 (stereo unspecified)
→ 7 | -0.1 | 0.0 | -2
> COc1ccc(-c2csc(NC(=O)c3ccc(S(=O)(=O)N4CCCCCC4)cc3)n2)c(OC)c1
→ 8 | 0.0 | -0.9 | -5
> CCC(Sc1nc2cc3c(cc2c(=O)n1Cc1ccc2c(c1)OCO2)OCO3)C(=O)NCc1ccc(C)cc1 (stereo unspecified)
→ 5 | 0.0 | 1.0 | -2
> CCOC(=O)C1=C(C)NC(C)=C(C(=O)OCC)C1c1ccc(-c2cccc(Cl)c2)o1
→ -10 | 0.3 | 0.1 | -1
> COC1CCN(Cc2c(C(=O)N3CCN(C4CCCCC4)CC3)nc3ccccn23)CC1
→ -3 | -0.1 | -1.1 | -5
> COc1ccc2c(c1)C(CC(=O)N1CCC3(CC1)CC3C(=O)Nc1ccccc1)C(=O)N2 (stereo unspecified)
→ 6 | -0.1 | 1.6 | -7
> CC12C=CC(O1)C1C(=O)N(c3cccc(I)c3)C(=O)C12 (stereo unspecified)
→ 1 | -0.1 | 1.6 | -7
> CCc1ccc(NC(=S)N(CCCN2CCCC(C)C2)Cc2cccs2)cc1 (stereo unspecified)
→ -1 | 0.0 | 3.8 | 10
> COc1ccc2[nH]c(=O)c(CN(Cc3ccco3)C(=O)Nc3ccccc3)cc2c1
→ 15 | 0.0 | 1.1 | -7
> O=C(Nc1ccc(OCc2ccccc2)cc1)c1cc(-c2ccccc2)nc2ccccc12
→ 3 | 0.2 | 0.5 | -4
> O=C(c1cnc2ccccn12)N1CCCCC1
→ 13 | -0.1 | 3.9 | 6
> COc1ccc(-c2cc(C(F)(F)F)n3nc(C(=O)Nc4cc(C)ccc4O)cc3n2)cc1
→ 0 | 0.1 | 0.7 | 5
> O=C(O)CCNS(=O)(=O)c1ccc(Br)s1
→ -1 | 0.1 | -2.6 | 0
> CC(NC(=O)c1cc(-c2ccncc2)nc2ccc(Br)cc12)C1CCCO1 (stereo unspecified)
→ 6 | -0.1 | -2.0 | -4
> CC1N=C2c3ccccc3N=C(SCC(=O)c3ccccc3)N2C1=O (stereo unspecified)
→ 10 | -0.1 | 0.2 | 0
> Nc1ncnc2sc3c(c12)CCCC3
→ -37 | 0.1 | -1.0 | 12
> Cc1ccccc1OCC(=O)Nc1ncn[nH]1
→ -15 | 0.1 | -3.3 | 4
> O=C(O)c1ccccc1C(=O)c1cc2c3c(c1O)CCCN3CCC2
→ 1 | -0.3 | -0.3 | 6
> O=C1C=C(c2ccccc2)C[C@H](c2ccccc2)[C@H]1n1cnc([N+](=O)[O-])n1
→ 2 | 0.0 | 0.5 | -6
> CCOc1ccc(-n2c(=O)c3c(C)c(C)sc3n(CC(=O)N(CC)CC)c2=O)cc1
→ -5 | 0.0 | 0.2 | 11
> CSc1nnc2c(n1)OC(c1ccc(-c3cccc(C(F)(F)F)c3)o1)Nc1ccccc1-2 (stereo unspecified)
→ -1 | -0.2 | 1.3 | 12
> CCN(CC)C(=O)CSc1nc(O)cc(=O)n1-c1ccccc1C
→ 10 | 0.0 | 1.2 | 9
> N#CC1C2CCC(C2)C1C(=O)c1ccccc1 (stereo unspecified)
→ 1 | -0.1 | 0.3 | 7
> O=C(O)CCCNS(=O)(=O)c1ccc(Cl)c(Cl)c1
→ -2 | -0.2 | -0.4 | 3
> O=C(O)Cn1cnc([N+](=O)[O-])n1
→ -9 | -0.1 | -1.2 | -12
> CC1=C(C(=O)OCC(C)C)C(c2cc3c(cc2Br)OCO3)NC(=O)N1C (stereo unspecified)
→ 1 | 0.1 | 0.3 | 13
> COc1cc(C(=O)N(c2ccc(Cl)cc2)C2C=CS(=O)(=O)C2)cc(OC)c1OC (stereo unspecified)
→ 2 | 0.1 | 0.3 | 8
> Cn1c(=O)[nH]c(=O)c2[nH]c(-c3ccc(Cl)cc3)nc21
→ 4 | 0.7 | -1.1 | 16
> Cc1ccc(N2NC3(CCC(C)CC3)NC2=S)cc1 (stereo unspecified)
→ -2 | 0.0 | 0.9 | 3
> O=C1c2cccc3c([N+](=O)[O-])ccc(c23)C(=O)N1n1cnnc1
→ 8 | 0.1 | -0.4 | -6
> COc1ccc(Cl)cc1NC(=O)C(=O)NCc1cccs1
→ 15 | -0.2 | 1.2 | 1
> COc1ccccc1C(CCNCc1ccccc1)C1CCOC(C)(C)C1 (stereo unspecified)
→ 13 | -0.1 | 0.6 | -17
> Cc1ccc(NNC2=NC(CO)(CO)COC2=O)cc1
→ -11 | 0.7 | 1.8 | 17
> O=C(Nc1ccc(F)c(F)c1)c1ccc(F)c(S(=O)(=O)NCc2ccccc2)c1
→ 30 | 0.0 | 1.7 | 11
> CCNC(=S)Nc1n[nH]c2nc(Cl)cc(C)c12
→ -7 | 0.5 | 2.7 | 11
> COc1cc(OC)c(C2N(Cc3ccccc3)CCN2Cc2ccccc2)cc1Br
→ -3 | 0.2 | -0.3 | 12
> Cc1c(C)n(CC(O)CN2CCOCC2)c2ccccc12 (stereo unspecified)
→ 0 | -0.3 | 0.4 | 35
> COc1ccc(-c2nc(CCNS(=O)(=O)c3ccc(C)cc3)cs2)cc1OC
→ -2 | -0.1 | -0.2 | 5
> O=C(NC(=S)Nc1ccc(I)cn1)c1ccc(Cl)cc1
→ -9 | -0.2 | -0.6 | 10
> Cc1ccc(OCC(=O)N/N=C\C=N/NC(=O)COc2ccc(C)cc2)cc1
→ -3 | 0.2 | -0.4 | -1
> CCCCC(NC(=O)C(F)(F)C(F)(F)F)C(=O)O (stereo unspecified)
→ 11 | -0.2 | 0.0 | 10
> CCOc1ccccc1NC(=O)Cn1nnc(C(=O)Nc2cc(Cl)ccc2OC)c1N
→ -5 | -0.1 | -1.2 | -7
> O=C(c1ccco1)N1CCC(n2nnc3ccccc32)CC1
→ -2 | 0.0 | 4.5 | 14
> COc1cc(C(=O)NNS(=O)(=O)c2ccccc2[N+](=O)[O-])cc(OC)c1OC
→ 1 | -0.1 | 0.3 | 2
> Cc1cnc(NCc2cccnc2)nc1NCCOc1ccccc1
→ 7 | 0.0 | 2.2 | 0
> OCCN1CCN(C(=S)c2ccc(-c3ccccc3)cc2)CC1
→ 15 | 0.1 | 0.0 | 12
> O=C(Nc1cc([N+](=O)[O-])ccc1F)c1cc(I)ccc1Cl
→ 7 | 0.0 | 0.7 | 9
> O=C(c1ccc(F)cc1)N1CCN(Cc2ccc(Br)cc2)CC1
→ 12 | 0.0 | 1.4 | 62*
> O=C(Nc1cccc(F)c1)C1CC12CCN(Cc1cccn1-c1cccnc1)CC2 (stereo unspecified)
→ 10 | 0.3 | -1.7 | 18
> COc1ccc2occ(C(=O)c3cccs3)c2c1
→ -44 | 0.1 | -1.3 | -1
> O=C(CSc1cn(Cc2ccc(Cl)cc2)c2ccccc12)NC1CCCCC1
→ 4 | -0.1 | -0.1 | 11
> Cc1cc2ccccc2c(=O)n1CC(=O)Nc1ccc(F)cc1F
→ 0 | 0.1 | 0.0 | 8
> CCSc1nnc2c(n1)OC(c1ccc(-c3cccc(Cl)c3)o1)Nc1ccccc1-2 (stereo unspecified)
→ -10 | 0.1 | 1.0 | 10
> c1ccc(-c2nc(NC3CC3)cc(-c3cccnc3)n2)nc1
→ 44* | 0.3 | 0.9 | -152
> Cc1ccn2c(CNCc3cn4cccnc4n3)c(C(=O)N3CCCCCC3)nc2c1
→ 6 | -0.1 | -0.1 | 0
> CCCCN(CC)C(=O)c1ccc(Cl)cc1[N+](=O)[O-]
→ 0 | -0.1 | -0.2 | 16
> COC(=O)c1ccccc1S(=O)(=O)N1CCC(CO)(CC2CCCCO2)CC1 (stereo unspecified)
→ -11 | -0.1 | -0.4 | -12
> COc1ccc(Nc2nc(NCCC3=CCCCC3)nc(N3CCOCC3)n2)cc1
→ 12 | 0.5 | 1.8 | 13
> CCc1ccc(OCCCN=Cc2c(O)n(Cc3ccccc3)c(=O)[nH]c2=O)cc1
→ 2 | -0.2 | 0.3 | -12

The results go on.
Every second line gives: TEAD-YAP block | FBW7 act | GPR151 ag | MITF inh
> COc1ccc(Cc2nnc(SCC(=O)Nc3nc4ccccc4s3)n2C)cc1
→ -3 | 0.9 | -2.8 | -8
> CCc1ccc(NC(=O)C(=O)NCCN2CCN(C(=O)c3ccccc3Br)CC2)cc1
→ 9 | 0.0 | 0.4 | 4
> Cc1ccc(-c2cnc(NCc3ccccc3)nc2)cc1
→ -43 | 0.0 | 0.5 | 35
> O=C(CC1C(=O)NCCN1C/C=C/c1ccccc1)NC1CCC1 (stereo unspecified)
→ 3 | -0.1 | -0.1 | -7
> CSCCCNC1CCCN(c2nc(C)c3cc(F)ccc3n2)CC1 (stereo unspecified)
→ 8 | 0.1 | 0.9 | -13
> Cc1ccc(NC(=O)/C(=C\c2ccc3c(c2)OCO3)NC(=O)c2ccccc2Cl)cc1F
→ -10 | 0.0 | -1.0 | 1
> Oc1cc(Cc2nc3ccccc3s2)c(O)cc1Cc1nc2ccccc2s1
→ -5 | -0.1 | 2.7 | 1
> COc1ccccc1NC(=O)C1CCC(C(=O)Nc2ccccc2OC)CC1 (stereo unspecified)
→ 8 | 0.1 | 1.5 | 4
> CCOC(=O)c1c(C)[nH]c(C)c1C(=O)COC(=O)c1cc(OC)c(OC)cc1OC
→ 0 | -0.1 | -0.9 | -11
> CCOC(=O)N1CCC(NC(=O)Cn2ncn3c(cc4sc(CC)cc43)c2=O)CC1
→ 2 | -0.2 | -0.4 | 3
> CCOc1ccc(N2CC(NC(=O)Nc3nc(C)cs3)CC2=O)cc1 (stereo unspecified)
→ -6 | 0.4 | -0.5 | 13
> Cc1nc(C(=O)NCC2CCC3(CCN(Cc4ccc5cccnc5c4)CC3)O2)cs1 (stereo unspecified)
→ 6 | -0.2 | 0.9 | 1
> CCCCOC(=O)c1ccc(NC(=O)CSc2nnc(-c3ccco3)n2-c2ccccc2)cc1
→ 11 | 0.1 | 1.5 | -8
> Cc1n[nH]c(C)c1Nc1nc(-c2ccccc2)cs1
→ -10 | 0.6 | -1.6 | 20
> CCN(CC)CCn1nc2c3c(cccc3c1=O)-c1ccccc1-2
→ 81* | 0.2 | 1.7 | 9
> O=C(O)c1cccc(S(=O)(=O)Nc2ccc(-n3cnnn3)cc2)c1
→ -2 | 0.0 | 0.2 | -7
> O=C(c1cccs1)N1CCOc2ccc(CN3CCN(c4ncccn4)CC3)cc2C1
→ 5 | -0.2 | 0.1 | -2

Exported with each value named: 2 of the compounds above.
Cc1n[nH]c(C)c1Nc1nc(-c2ccccc2)cs1
  TEAD-YAP block: -10; FBW7 act: 0.6; GPR151 ag: -1.6; MITF inh: 20

Cc1nc(C(=O)NCC2CCC3(CCN(Cc4ccc5cccnc5c4)CC3)O2)cs1 (stereo unspecified)
  TEAD-YAP block: 6; FBW7 act: -0.2; GPR151 ag: 0.9; MITF inh: 1

Source: PubChem
